Screens deposited in PubChem BioAssay by National Center for Advancing Translational Sciences (NCATS).
HttQ103 aggreg = qHTS Multiplex Assay to Identify Dual Action Probes in a Cell Model of Huntington: Aggregate Formation (GFP); actives 1.1% (n = 220,000); Potency, µM (top dose mostly 46.1 µM), without a hit: at the highest dose activity change, negative = inhibition, actives largely listed as inhibitors; PC12 HttQ103-GFP aggregates, Acumen cytometry, 40 h; also: % is scaled to controls: 0 for no effect and ±100 for the full control effect; nearly all actives have a fitted effect of over 60% in size
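Steps: seed 1500 PC12 HTTQ103-GFP cells/well; add tebufenozide, 100 nM final; add compound titration; add ATPLite reagent; quantify GFP aggregates by laser scanning cytometry.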
HTT ATP protect = qHTS Multiplex Assay to Identify Dual Action Probes in a Cell Model of Huntington: Cytoprotection (ATP); PC12 HTT-Q103 induced, cytoprotection, ATP luminescence, 40 h; Potency, µM (titrated, usually from 56.4 µM), for inactives: cytoprotection (ATP increase), actives largely listed as activators; actives 0.14% (n = 230,000); AID 1471, 2008;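 also: % of control where 0% means no effect; nearly all actives have a fitted effect of over 45% in size; toxic huntingtin expression switched on by the ecdysone agonist tebufenozide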
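Cells were plated at 1500 per well in phenol red-free DMEM with 5% equine and 5% calf serum. Tebufenozide (100 nM final) and compounds were added, then ATPlite reagent, and luminescence was read.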
GAA inhib = qHTS Assay for Inhibitors of Human alpha-Glucosidase as a Potential Chaperone Treatment of Pompe Disease; Lysosomal alpha-glucosidase (Homo sapiens), P10253; purified human GAA, 4-MU-alpha-glucoside fluorescence; Potency, µM (titrated, usually from 76.9 µM), inactives show top-dose activity change, negative = inhibition, hits mostly inhibitors; actives 0.005% (n = 200,000); AID 1466, 2008;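 also: plate controls were uninhibited enzyme wells for no effect and no-enzyme background for full effect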
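Human alpha-glucosidase, 4 nM, pre-mixed with test compounds before 400 uM 4-methylumbelliferyl substrate; 20 min room temperature at pH 5.0. Fluorescence read after pH 10 stop; AC50 values from Hill-equation fits.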
aGlu spleen mod = qHTS Assay for Inhibitors and Activators of Human alpha-Glucosidase From Spleen Homogenate | actives 0.006% (n = 240,000) | Potency, µM (series often up to 79.9 µM), for inactives: at the top dose activity change, negative = inhibition, hits mostly inhibitors | human spleen homogenate, 4-MU-alpha-glucoside fluorescence | AID 2112, 2009;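 also: 0% = enzyme with vehicle and -100% = no enzyme basal signal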
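Human spleen homogenate (1 ug) with 4-methylumbelliferyl-alpha-D-glucopyranoside (1 mM final) in 50 mM citrate/phosphate pH 5.0, 0.01% Tween-20; 40 min at 37 C. Stopped at pH 10; 4-MU fluorescence Ex 365/Em 440 nm; AC50 by Hill fit.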
GAA glycogen = qHTS Assay for Inhibitors and Activators of Human alpha-Glucosidase Cleavage of Glycogen | Lysosomal alpha-glucosidase (Homo sapiens), P10253 | recombinant GAA, glycogen substrate, Amplex Red glucose oxidase fluorescence | actives 0.38% (n = 300,000) | Potency, µM (top dose mostly 76.4 µM), for inactives: top-dose activity change, negative = inhibition, most hits filed as inhibitors;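 also: 0% = full enzyme reaction and -100% = no-enzyme basal signal; the screen sought inhibitors and activators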
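Recombinant enzyme (4 nM final) with compounds titrated up to 77 uM and bovine liver glycogen (30 ug) in citrate pH 5.0, 0.01% Tween-20, 37 C 40 min. Released glucose detected by Amplex Red/glucose oxidase (Ex 573/Em 610); AC50 from Hill fits.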
RGS12 GoLoco inh = qHTS Assay for Inhibitors of RGS12 GoLoco Motif Activity (Red Fluorophore) | Guanine nucleotide-binding protein G(i) subunit alpha-1 (Homo sapiens), P63096 | Gai1:RGS12 GoLoco peptide FP, rhodamine, 10 min | Potency, µM (top dose mostly 61.6 µM), for inactives: at the top dose activity, negative = inhibition, usual class: inhibitors | actives 0.44% (n = 230,000); active = well fitted inhibition curve with a large enough effect, not every such curve was filed as active; inactive = no such curve, though single readings can be large or run the other way; also: % is scaled to controls: 0 for no effect and ±100 for the full control effect; nearly all actives have a fitted effect of over 30% in size; many of its hits are not listed in these tables
Target sequence (P63096 whole entry, looked up): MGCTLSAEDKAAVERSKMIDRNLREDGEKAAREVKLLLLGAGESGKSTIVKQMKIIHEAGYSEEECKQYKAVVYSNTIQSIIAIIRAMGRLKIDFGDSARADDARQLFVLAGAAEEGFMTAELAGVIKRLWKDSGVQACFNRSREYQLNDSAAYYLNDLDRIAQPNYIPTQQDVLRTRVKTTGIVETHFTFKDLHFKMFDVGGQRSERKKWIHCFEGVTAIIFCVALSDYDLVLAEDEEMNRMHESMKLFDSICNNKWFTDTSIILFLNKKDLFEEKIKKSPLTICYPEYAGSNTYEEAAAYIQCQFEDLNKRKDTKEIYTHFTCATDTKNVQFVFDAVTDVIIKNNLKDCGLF
IMPase Li cell = qHTS Assay for Identifying the Cell-Membrane Permeable IMPase Inhibitors: Potentiation with Lithium. Potency, µM (series often up to 59.4 µM), without a hit: top-dose activity, negative = IMPase inhibition, most hits filed as inhibitors. CHO-M1 cells, IP1 TR-FRET (IP-One), carbachol + lithium. actives 0.35% (n = 210,000);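 also: IP1 builds up when IMPase is blocked and the TR-FRET signal falls; plate controls were basal vehicle for no effect and high inhibitor control for full effect; nearly all actives have a fitted effect of over 50% in size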
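CHO cells stably expressing M1 receptor (2000/well) were cultured 16–30 h, then exposed to compounds with a small lithium addition for 30 min at 37C. IP1 was measured by TR-FRET competition; AC50 from Hill fits.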
The depositor's hits bear a star; u = inconclusive; x = no result given; [ ] = remark or other dose. Unless noted, calls follow the shape of the dose curve; as a rule, active = well fitted curve in the direction sought with a large enough effect; inconclusive = small, poorly fitted or top-dose-only effect, or another doubt; inactive = no such curve, though single readings can be large; an effect the other way counts as inactive or inconclusive. Potency is read from the fitted curve at half-maximal effect. These rows are one share of the data, so the mix of outcomes need not match the whole.

Short forms – A = HttQ103 aggreg; B = HTT ATP protect; C = GAA inhib; D = aGlu spleen mod; E = GAA glycogen; F = RGS12 GoLoco inh; G = IMPase Li cell
O=C(NCc1ccc(Cl)cc1)c1n[nH]c([N+](=O)[O-])c1Cl
  A: 1%[9.22 µM] | B: -21% | C: 1% | D: 4% | E: -5% | F: -12% | G: 3%

Cc1cc(=O)[nH]c(SCC(=O)/C=C2\N(C)c3ccccc3C2(C)C)n1
  A: -27% | B: 29%[10 µM] | C: -3% | D: 3% | E: -6% | F: 125%[activator] | G: 10%

COc1ccc(C(=O)Nc2c(C)ccc3nsnc23)cc1[N+](=O)[O-]
  A: 1% | B: 12%[10 µM] | C: -10% | D: 3% | E: -2% | F: 6% | G: -3%

O=C(Nc1ccc(S(=O)(=O)Nc2ccc(F)cc2)cc1)c1ccc(CN2CCOCC2)cc1
  A: 11%[9.22 µM] | B: 21%[10 µM] | C: u | D: 11% | E: -15% | F: 13% | G: 21%

Cc1cccc(NC(=O)C(NS(=O)(=O)c2ccc3c(c2)CCC(=O)N3)c2ccccc2)n1 (stereo not drawn)
  A: 2% | B: 13%[0.074 µM] | C: 3% | D: -16% | E: 5% | F: 2% | G: -27%[38.3 µM]

CCC(CCC(C)C1CCC2C3CC=C4CC(OC(C)=O)CC[C@@]4(C)C3CC[C@@]12C)C(C)C (stereo partly drawn)
  A: x | B: x | C: x | D: -5% | E: x | F: -1% | G: 2%

CCOCCCNCc1cc(Br)ccc1OCC
  A: 0% | B: -13%[10 µM] | C: 6% | D: -7% | E: 11% | F: 12% | G: 10%

Nc1nnnn1/N=C/c1ccc(O)cc1
  A: -4% | B: -3% | C: 4% | D: -7% | E: -4% | F: 10% | G: 11%[38.3 µM]

CC1(C)CC(NC(=O)c2c(N)no[n+]2[O-])CC(C)(C)N1
  A: 6% | B: -5% | C: 3% | D: -1% | E: -5% | F: -7% | G: -6%

OCCC1CN(Cc2cccn2-c2nccs2)CCN1Cc1ccccc1 (stereo not drawn)
  A: 10%[9.22 µM] | B: 5%[10 µM] | C: x | D: 1% | E: -5% | F: 8% | G: x

Cn1c(CN2CCCC2)nc2cc(NC(=O)c3ccco3)ccc21
  A: -7% | B: 10%[10 µM] | C: -11% | D: 5% | E: -3% | F: 4% | G: 22%[38.3 µM]

Cc1nc2ccccc2n1-c1nc(-c2ccco2)cc(C(F)(F)F)n1
  A: 3.2µM* | B: -87%[inhibitor] | C: 1% | D: 1% | E: 7% | F: 7% | G: 18%[38.3 µM]

CC(C)c1ccccc1NC(=O)COC(=O)COc1ccccc1[N+](=O)[O-]
  A: -3% | B: -8% | C: u | D: -1% | E: -5% | F: -2% | G: -2%

CN1CCN(C=Nc2nc3ccccc3nc2N2CCCC2)CC1
  A: 2% | B: u | C: 8% | D: 18% | E: 7% | F: 4% | G: 26%

Cc1cc2c(cc1C)CSC(c1c(O)ccc3ccccc13)SC2
  A: u | B: -31% | C: -7% | D: -4% | E: -21% | F: -3% | G: 34%[38.3 µM]

O=C(CCN1CCC(c2ccc(Cl)s2)=N1)c1ccc(Cl)s1
  A: 6%[9.22 µM] | B: 9%[10 µM] | C: 4% | D: 5% | E: 7% | F: -7% | G: x

O=C(Nc1ccc(S(=O)(=O)N2CCCC2)cc1)c1cc(=O)c2ccccc2o1
  A: -25%[9.22 µM] | B: 17%[10 µM] | C: x | D: -9% | E: 9% | F: -1% | G: x

CCCCN(C(=O)c1ccc(S(=O)(=O)N(C)C)cc1)c1ccccc1
  A: -12%[9.22 µM] | B: -10%[10 µM] | C: x | D: 5% | E: 0% | F: -1% | G: x

O=C(NCc1cccnc1)c1ccc(Cn2cc(C(F)(F)F)ccc2=O)cc1
  A: 4% | B: -7% | C: -2% | D: 7% | E: 7% | F: -3% | G: 8%

O=[N+]([O-])c1ccccc1CNc1ccc(F)c(Cl)c1
  A: -5% | B: u | C: -3% | D: 9% | E: -14% | F: -5% | G: 2%

COc1ccc(C(C)=O)cc1CSc1ccccn1
  A: -2%[9.22 µM] | B: 7%[10 µM] | C: -3% | D: 2% | E: 8% | F: 8% | G: x

COc1ccc(CCN2C(=NC(=O)CCC(=O)O)SC3CS(=O)(=O)CC32)cc1OC (stereo not drawn)
  A: 17% | B: -19% | C: -5% | D: 3% | E: 4% | F: 5% | G: 3%[38.3 µM]

COC(=O)C1=C(C(=O)c2ccc(C)cc2)C(c2ccc(OC)c(OC)c2)n2nnnc2N1 (stereo not drawn)
  A: -4%[9.22 µM] | B: -1% | C: -2% | D: -9% | E: -3% | F: 15% | G: -18%[38.3 µM]

CNCCCNCc1ccc(SC)cc1
  A: -30% | B: 15% | C: -5% | D: 1% | E: 11% | F: -11% | G: 27%[38.3 µM]

CCOc1ccc(CSC(=N)N)cc1[N+](=O)[O-]
  A: 6% | B: 4% | C: 0% | D: 3% | E: 1% | F: 3% | G: 41%[activator][38.3 µM]

Cc1cccc(C)c1NC(=O)C1NC(=O)CC1c1ccccc1 (stereo not drawn)
  A: -6% | B: -31% | C: -4% | D: 8% | E: 13% | F: 5% | G: -5%[38.3 µM]

COc1ccccc1-c1nc2cc3ccccc3cc2nc1-c1ccccc1
  A: -9% | B: 33%[10 µM] | C: -4% | D: -3% | E: 3% | F: 13% | G: -2%

CCCCn1nc2cc(C(=O)NCc3ccc(C(F)(F)F)cc3C(F)(F)F)ccc2c1OCC
  A: -13% | B: 8% | C: -4% | D: -5% | E: -18% | F: -6% | G: 4%[38.3 µM]

COc1ccc(-c2cc(-c3ccc(OC)c(OC)c3)n[nH]2)c(O)c1
  A: -25% | B: -25% | C: -19% | D: -1% | E: 11% | F: 4% | G: 7%[38.3 µM]

C#Cc1ccc([C@H]2C=C(C(=O)N3CCN(Cc4ccc5c(c4)OCO5)CC3)O[C@@H](OCC)[C@@H]2CCCO)cc1
  A: -10%[9.22 µM] | B: 0%[10 µM] | C: x | D: -3% | E: 7% | F: 4% | G: 3%

O=C(CN1CCN(C2CCCCC2)CC1)Nc1ccc(Br)cc1
  A: 2% | B: -33%[inhibitor] | C: -6% | D: 0% | E: -5% | F: 10% | G: 6%

CCOc1cc(NS(=O)(=O)c2ccc(OC)cc2)c(OCC)cc1NC(C)=O
  A: 21%[9.22 µM] | B: 9%[10 µM] | C: 14% | D: -7% | E: -4% | F: 49%[activator] | G: 12%

CCCN1Cc2cccc(C(=O)Nc3ccc4c(c3)OCO4)c2C1=O
  A: 1% | B: -14% | C: 1% | D: -7% | E: -2% | F: 6% | G: 19%[38.3 µM]

CCOC(=O)CC1=NC(=O)CS1
  A: 8%[9.22 µM] | B: -9% | C: -3% | D: 2% | E: 5% | F: 5% | G: -4%[38.3 µM]

NC(=O)CN1CCOCCOCCOCCOCCOCC1
  A: 24% | B: -13% | C: -4% | D: 3% | E: 0% | F: -5% | G: -3%[38.3 µM]

CCCc1cc(C(=O)NNC(=S)NCC2CCCO2)cs1 (stereo not drawn)
  A: -29% | B: 4%[10 µM] | C: -4% | D: -3% | E: -17% | F: 33%[activator] | G: 5%

CC(=O)c1ccc(NC(=O)C(C)Sc2nnnn2C)cc1 (stereo not drawn)
  A: 4% | B: -19% | C: -3% | D: 6% | E: -2% | F: 2% | G: 0%[38.3 µM]

O=[N+]([O-])c1cccc2ccc(/C=C/c3cccc(Br)c3)nc12
  A: -1% | B: -19%[1.9 µM] | C: 3% | D: 6% | E: -3% | F: 2% | G: -8%

Cc1nc2c(C#N)c(-c3ccc(Cl)cc3)ccn2n1
  A: 1% | B: 0%[10 µM] | C: 1% | D: -4% | E: 10% | F: 5% | G: 5%

COc1ccc(Cc2noc(CN3CCC(c4ccncc4)CC3)n2)cc1OC
  A: 0%[9.22 µM] | B: 17%[10 µM] | C: x | D: -15% | E: -12% | F: -3% | G: 7%

CSc1nc(N)nc(SCC(=O)CC(=O)OC(C)C)c1C#N
  A: -16% | B: 4% | C: -1% | D: -7% | E: 0% | F: 12% | G: -7%[38.3 µM]

C/C(CC(=O)Nc1ccc(OCc2ccccc2)cc1)=N\NC(=O)C(=O)Nc1ccc(C)c(Cl)c1
  A: -33% | B: -39% | C: -3% | D: 7% | E: -17% | F: 3% | G: 7%[38.3 µM]

Cn1c(=O)c2c(nc(N3CCOCC3)n2C)n(C)c1=O
  A: u | B: -59%[inhibitor][10 µM] | C: -7% | D: -1% | E: 8% | F: -2% | G: 21%[38.3 µM]

CCOC(=O)Nc1cccc(Nc2ccccc2)c1
  A: -13% | B: 11%[10 µM] | C: -6% | D: -15% | E: -8% | F: 5% | G: -2%

O=C(Cn1cnc2cc([N+](=O)[O-])ccc2c1=O)NCc1ccccc1
  A: u | B: -27% | C: 6% | D: -3% | E: 6% | F: 17% | G: -7%

CCCCn1c(SCC(=O)N2CCCC2)nc2cc(S(N)(=O)=O)ccc21
  A: 12% | B: x | C: -13% | D: -5% | E: -3% | F: 12% | G: -4%

Cc1ccc(-n2c(SCC(=O)NCc3ccco3)nc3sc(C)c(C)c3c2=O)cc1
  A: -1% | B: -3% | C: -1% | D: 1% | E: 2% | F: -1% | G: -1%

O=C(O)/C=C/c1ccc(S(=O)(=O)NCc2ccco2)cc1
  A: 9% | B: -10% | C: -3% | D: 2% | E: -14% | F: 8% | G: 1%

Full records as entered above. Values in the order: HttQ103 aggreg | HTT ATP protect | GAA inhib | aGlu spleen mod | GAA glycogen | RGS12 GoLoco inh | IMPase Li cell
`CCOC(=O)Nc1cccc(Nc2ccccc2)c1` across the screens: -13% | 11%[10 µM] | -6% | -15% | -8% | 5% | -2%
`CCCCn1c(SCC(=O)N2CCCC2)nc2cc(S(N)(=O)=O)ccc21` across the screens: 12% | x | -13% | -5% | -3% | 12% | -4%
`Cc1ccc(-n2c(SCC(=O)NCc3ccco3)nc3sc(C)c(C)c3c2=O)cc1` across the screens: -1% | -3% | -1% | 1% | 2% | -1% | -1%
`O=C(O)/C=C/c1ccc(S(=O)(=O)NCc2ccco2)cc1` across the screens: 9% | -10% | -3% | 2% | -14% | 8% | 1%
